# DT40 TDP1 CPT: growth inhibition of DT40 Tdp1-/-;hTDP1 cells with camptothecin (screen for TDP1 inhibitors); Potency, µM (top dose mostly 46.2 µM), without a hit: at the highest dose activity change, negative = growth inhibition, hits mostly inhibitors; chicken DT40 Tdp1-/-;hTDP1 cells + 20 nM CPT, ATP luminescence, 48 h; 420,000 compounds, 12% hits; note: nearly all actives have a fitted effect of over 55% in size
#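 Chicken DT40 Tdp1-/- cells stably complemented with human TDP1 were seeded at 400 cells/well in medium containing 20 nM camptothecin, exposed to pin-transferred compounds, and grown at 37 °C for at least 48 hr. Viability was read as ATP luminescence.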
# TDP1 block: inhibitors of human tyrosyl-DNA phosphodiesterase TDP1 | recombinant TDP1, AlphaScreen DNA substrate cleavage | Potency, µM (highest dose often 130 µM), for inactives: at the highest dose activity change, negative = inhibition, usual class: inhibitors | 350,000 compounds, 0.28% hits | Q9NUW8; note: nearly all actives have a fitted effect of over 40% in size
# Target sequence (Q9NUW8 whole entry, looked up): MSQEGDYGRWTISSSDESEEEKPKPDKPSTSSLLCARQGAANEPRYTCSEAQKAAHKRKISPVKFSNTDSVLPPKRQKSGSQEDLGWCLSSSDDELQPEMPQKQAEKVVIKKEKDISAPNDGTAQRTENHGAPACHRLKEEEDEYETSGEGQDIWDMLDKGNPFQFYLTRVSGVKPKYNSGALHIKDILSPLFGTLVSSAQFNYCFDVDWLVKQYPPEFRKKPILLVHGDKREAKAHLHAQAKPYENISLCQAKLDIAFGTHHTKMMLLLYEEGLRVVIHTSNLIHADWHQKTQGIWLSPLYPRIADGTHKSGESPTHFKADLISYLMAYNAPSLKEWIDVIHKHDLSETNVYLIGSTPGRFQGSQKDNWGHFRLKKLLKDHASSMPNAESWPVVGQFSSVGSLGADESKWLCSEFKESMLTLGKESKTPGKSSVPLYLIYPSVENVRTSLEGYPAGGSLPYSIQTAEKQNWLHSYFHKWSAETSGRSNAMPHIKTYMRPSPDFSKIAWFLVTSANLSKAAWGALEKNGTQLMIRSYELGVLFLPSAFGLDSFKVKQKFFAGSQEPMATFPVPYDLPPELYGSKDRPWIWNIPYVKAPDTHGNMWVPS
#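 Recombinant human Tdp1 (E. coli-expressed, 1 nM final) preincubated with compounds 15 min at room temperature, then 5'-biotin/3'-phosphotyrosine-FITC DNA substrate (15 nM final) added for 5 min. AlphaScreen beads (10 ug/ml final) added 10 min; cleavage lowers signal.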
# TDP1 cell noCPT: qHTS for Inhibitors of human tyrosyl-DNA phosphodiesterase 1 (TDP1): qHTS in cells in absence of CPT; Potency, µM (top dose mostly 46.2 µM), inactives show top-dose activity change, negative = growth inhibition, most hits filed as inhibitors; 420,000 compounds, 15% hits; DT40 Tdp1-/- hTDP1 cells, no CPT, ATP luminescence, 48 h; note: nearly all actives have a fitted effect of over 55% in size
#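 Stably hTDP1-transfected Tdp1-null chicken DT40 cells were treated with library compounds minus camptothecin and grown for at least 48 hr at 37 °C, after which cellular ATP was quantified by luminescence.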
# Numbers without * were called inactive; ? = inconclusive; · = not tested or not shown; & = joins results of further samples; [ ] = remark or other dose. Calls come from the whole dose curve; as a rule, active = well fitted curve in the direction sought with a large enough effect; inconclusive = small, poorly fitted or top-dose-only effect, or another doubt; inactive = no such curve, though single readings can be large; an effect the other way counts as inactive or inconclusive. % is set by controls: 0 for no effect and ±100 for the full control effect; potency is the fitted concentration of half-maximal effect. Compounds as they come; about 18% have a hit in one of these screens.
Structure | DT40 TDP1 CPT | TDP1 cell noCPT | TDP1 block
COc1ccc(S(=O)(=O)N(C)c2ccc(C(=O)N3CCCCC3)cc2)cc1 | ? | 15µM* | 4%[56.1 µM]
Cc1ccc(NC(=O)C(=O)NCC(c2cccnc2)N2CCN(Cc3ccccc3)CC2)cc1Cl (stereo not given) | 10µM* | 7.3µM* | -6%
Cc1ccc(/C=C/c2nc3sc(C(=O)O)c(C)c3c(=O)[nH]2)cc1[N+](=O)[O-] | -3% | 4% | 11µM*
Cc1ccc(/C=C/C(=O)O)cc1S(=O)(=O)Nc1ccc(C(=O)O)cc1 | -25% | 18% | 5%
CCCCN(CCCNC(=O)C1CCCN(S(=O)(=O)CC)C1)Cc1ccccc1 (stereo not given) | -10% | -5% | 5%
COc1cccc(/C=C2/SC(=S)N(CC(=O)NNC(=O)c3ccccc3OC)C2=O)c1 | 5% | 0% | 0%
COc1cccc(C2N=C(c3ccccc3C)NO2)c1OC (stereo not given) | 3% | 0% | 11%
Clc1cccc(Cl)c1Cn1c(-c2cccnc2Cl)nc2ccccc21 | ? | ? | 4%
COCCNC(=O)C1CCCN(C(=O)c2nc(C)oc2C)CC1 (stereo not given) | 4% | 13% | ·
O=C(O)Cc1ccc(NC(=O)c2ccc3c(c2)C(=O)N(Cc2ccco2)C3=O)cc1 | -5% | -11% | 3%
Cc1ccc(NC(=O)COC(=O)CCC2CCCC2)cc1S(=O)(=O)N1CCOCC1 | -6% | -28% | -4%
Cn1cccc1CC(=O)NNC(=O)Nc1cccc(Cl)c1 | -19% | -5% | 5%
CCOc1ccc(NC(=O)C(NC(=O)C2CCC(C)CC2)C(C)C)cc1 (stereo not given) | -16%&-17% | -21%&-24% | -3%&6%
COc1ccc(C(=O)N2CCN(Cc3ccccn3)CC2)cc1 | 4% | 18% | ·
O=C(NCc1nc(-c2ccccc2)no1)c1ccc2c(c1)OCO2 | -15% | -18% | 5%

# Six records drawn at random from those above, as already listed:
Structure | DT40 TDP1 CPT | TDP1 cell noCPT | TDP1 block
Cn1cccc1CC(=O)NNC(=O)Nc1cccc(Cl)c1 | -19% | -5% | 5%
Cc1ccc(/C=C/C(=O)O)cc1S(=O)(=O)Nc1ccc(C(=O)O)cc1 | -25% | 18% | 5%
Clc1cccc(Cl)c1Cn1c(-c2cccnc2Cl)nc2ccccc21 | ? | ? | 4%
COc1ccc(C(=O)N2CCN(Cc3ccccn3)CC2)cc1 | 4% | 18% | ·
COc1ccc(S(=O)(=O)N(C)c2ccc(C(=O)N3CCCCC3)cc2)cc1 | ? | 15µM* | 4%[56.1 µM]
Cc1ccc(NC(=O)C(=O)NCC(c2cccnc2)N2CCN(Cc3ccccc3)CC2)cc1Cl (stereo not given) | 10µM* | 7.3µM* | -6%

# Going on with the list.
Structure | DT40 TDP1 CPT | TDP1 cell noCPT | TDP1 block
COc1ccc(Cl)cc1NCCC(O)c1ccc(F)cc1 (stereo not given) | 18µM* | 9.2µM* | ·
CCc1ccccc1NC(=O)CSc1nnc([C@@H](NC(=O)OC(C)(C)C)C(C)CC)o1 (stereo not given in full) | -26% | -10% | 5%
CC(=O)c1c(C)[nH]c(C(=O)CSc2nnc(NC3CC3)s2)c1C | ? | 15µM* | 1%
CN(C(=O)c1cccn(Cc2ccccc2)c1=O)c1ccccc1 | 25% | -9% | 0%
Cc1cc(C)c2ccc(N)nc2c1O | 23µM* | 18µM* | 6%
Nc1nnc(SCC(=O)OCC(=O)NC23CC4CC(CC(C4)C2)C3)s1 | -2% | 0% | -3%
CCCCNC(=O)c1ccc(CS(=O)(=O)Cc2ccccc2F)o1 | ? | -15% | 0%
Cc1ccc(-c2noc(C3CCCN(C(=O)c4c(F)cccc4F)C3)n2)cc1 (stereo not given) | ? | 21µM* | 4%
Cc1ccccc1-c1n[nH]c(=S)n1/N=C/c1ccc(-c2ccccc2Br)o1 | ? | ? | -2%
CC1(C)CC(NC(=O)CCC2CCCC2)CC(C)(C)N1 | -9% | -3% | 7%
Cc1cc(SCC(=O)c2ccc3c(c2)OCO3)nc2ccccc12 | -2% | -2% | -5%
CC(C)c1nc2ccc(C(=O)O)cc2[nH]1 | 20% | 11% | -3%
CCc1cccc(C)c1NC(=O)C1=C(C(=O)O)CCCC1 | 1% | -14% | 2%
Cc1ccc(OCC(=O)NNC(=S)NC(=O)c2ccc(Br)o2)c(C)c1 | ? | 13µM* | 3%
Fc1ccc(-n2c(-c3cccs3)nc3nc4ccccc4nc32)cc1 | -13% | ? | 3%
COc1ccc(NS(=O)(=O)c2ccc(C)c(C(=O)N(C)CC(=O)Nc3cccc(OC)c3)c2)cc1 | ? | ? | 1%
COc1ccc(S(=O)(=O)N2CCC(C(=O)NC3CC3)CC2)cc1OC | 1% | -9% | 3%
CCC(C)(C)n1nnnc1CN1CCN(c2ccc(OC)cc2)CC1 | -20% | ? | -4%
COC(=O)C1CSC(C(=O)OC)N1C(=O)Nc1ccc(Cl)c(Cl)c1 (stereo not given) | 0% | -21% | -3%
CC(C)COc1ccc(C(=O)Nc2onc3c2CCCC3)cc1 | 13µM* | 23µM* | 6%
O=C(NCCCn1ccnc1)c1cc(-c2ccc3c(c2)OCO3)on1 | -27% | -20% | 0%
Cc1ccc(C(C(=O)NC2CCCC2)N(Cc2ccco2)C(=O)CCC(=O)Nc2ccccn2)cc1 (stereo not given) | ? | 16µM* | 0%
O=C(O)c1cc(=O)c2c(OCC(O)COc3cccc4oc(C(=O)O)cc(=O)c34)cccc2o1 | ? | 5%&2%&-14% | 0%
Cc1ccc(C)c(NS(=O)(=O)c2ccc(OCC(=O)N3CCOCC3)cc2)c1 | -12% | -3% | 2%
O=C(N/N=C/c1cc(Br)c(Br)o1)c1cccnc1 | 16µM* | 18µM* | -5%
Cc1noc(C)c1S(=O)(=O)N1CCC(C(=O)N(C)Cc2ccccc2)CC1 | -6% | -14% | -1%
COCCNC(=O)CSCc1c(F)cccc1Cl | -20% | -14% | 2%
Cc1ccc(S(=O)(=O)N2CCN(c3nc(-n4ccnc4)nc4ccccc34)CC2)cc1 | -17% | -17% | ·
O=C(c1ccc2c(c1)OCO2)N(c1ccc(Cl)cc1)C1C=CS(=O)(=O)C1 (stereo not given) | -18% | -12% | 5%
Cc1ccc(N2C(=O)CN(Cc3sccc3C)C2=S)cc1C | -24% | ? | 4%
Cc1cccn2c(=O)nc(SCC(=O)NCc3ccccc3)nc12 | ? | ? | -3%
CCOC(=O)c1[nH]c2cc(OC)c(OC)cc2c1NC(=O)c1ccc2c(c1)OCO2 | 1% | -7% | 3%
OCCOCCNc1ncnc2c1cnn2-c1ccc(Cl)cc1 | -12% | ? | 6%
COc1ccc(/C=C2\SC(=O)N(CC(=O)NCCC(C)C)C2=O)cc1OC | 21% | ? | 3%
COc1ccc(-c2cn3nc(N4CCC(C(=O)Nc5cc(Cl)ccc5OC)CC4)sc3n2)cc1 | ? | ? | 4%
CC(C)(O)C#Cc1ccc(C(=O)NCCC(=O)O)s1 | -10% | -1% | 5%
COc1cc(/C=C/CNC[C@H]2O[C@@H](n3cc(C)c(=O)[nH]c3=O)C[C@@H]2O)ccc1O | 7% | ? | ·
O=C(CNC(=O)c1ccccc1)NCC(=O)OCc1ccc(Cl)cc1 | -21% | -13% | 0%
Cc1cccc(S(=O)(=O)c2cn(C)c3cc(N4CCC(C)CC4)c(F)cc3c2=O)c1 | 2% | -12% | 9%
CCn1c(=O)c2cc(C(=O)N3CCOCC3)sc2c2ccccc21 | -21% | ? | 0%
CC(C)(C)CC(=O)Nc1cc2c3c(c1)CC(=O)N3CCC2 | -11% | 31%[activator] | 2%
CC1CN(S(=O)(=O)c2ccc(C(=O)Nc3ccc(S(=O)(=O)Nc4nccs4)cc3)cc2)CC(C)O1 (stereo not given) | 11% | -6% | 4%
CCn1c(SCC(=O)Nc2ccc(OC)cc2)nc2c(c1=O)SCC2 | 2% | ? | -4%
CC(C)c1nc2sc3c(NCc4ccccc4)ncnc3c2c2c1COC(C)(C)C2 | 9.2µM* | ? | 4%
OCC[C@H]1C[C@@H](O)[C@H](O)[C@]2(OCCCc3ccccc32)O1 | -25% | -27% | ·
CCCCCCCCN1[C@@H](CC(C)=O)c2cc(C(F)(F)F)ccc2S1(=O)=O | ? | 13µM* | ·
CSC1=Nc2sc3c(c2C2=NCCN12)CC(C)(C)OC3 | ? | ? | ·
Cc1cnc(C(=O)Nc2nnc(C)s2)cn1 | -4% | -1% | 3%
CC(CN1C(C)CCCC1C)OC(=O)c1ccc(Cl)cc1Cl (stereo not given) | -27% | -4% | -5%
CCC(C)[C@H]1COCCS(=O)(=O)N1Cc1ccc(Cl)cc1Cl (stereo not given in full) | ? | ? | ·
Cc1ccc(-c2csc3n[nH]c(=S)n23)cc1 | -23%&1% | -2%&-3% | -1%
Cc1cnc(C(=O)OCC(=O)Nc2ccc(Br)c(C)c2)cn1 | -8% | -12% | 0%[56.1 µM]
CC(C)Oc1ccc(CNC(=O)C2=Cc3ccccc3OC2)cc1 | 21µM* | ? | 5%
Nc1nc2ccccc2nc1N | -15% | 5% | 6%
CC(C)=CCN1CCN(Cc2ccc3nsnc3c2)CC1CCO (stereo not given) | 2% | -10% | ·
Cn1cnnc1SCc1ccc(C(=O)N=Nc2c(O)n(C)c3ccccc23)cc1 | ? | ? | 1%
CCCCOc1ccc(C(=O)OCC(=O)NC2CCCC2)cc1 | -2% | ? | ·
CC(Oc1ccccc1F)C(=O)NNC(=O)C1CC(=O)N(c2ccc3c(c2)OCCO3)C1 (stereo not given) | 11% | -12% | -5%[0.505 µM]
COc1ccc(/C=N/N2C(=O)CSC2=S)cc1 | ? | ? | -2%
CCCCn1c(N)c(-c2nc3ccccc3s2)c2c([N+](=O)[O-])nn(CC)c(=O)c21 | ? | ? | 3%

# Continuation.
Structure | DT40 TDP1 CPT | TDP1 cell noCPT | TDP1 block
Cc1cccc(NC(=O)C2CCN(S(=O)(=O)c3cccc4nonc34)CC2)c1 | -7% | -18% | 6%
CCOc1ccccc1C(=O)N1CCN=C1SCc1cccnc1 | -5% | -7% | 0%
CC(C)(C)OC(=O)N1CCC(c2c(C(=O)NCc3cccs3)cnn2-c2ccc(F)cc2F)CC1 | ? | ? | 3%
CCCCN1C2CCCC1CC(NC(=O)c1ccc(OC)c(OC)c1)C2 (stereo not given) | -28% | -3% | -1%
O=C(N[C@H]1C/C=C\C[C@@H](CC(=O)N(CCO)Cc2ccccc2)C(=O)N2CCC[C@@H]2COC1=O)OCC1c2ccccc2-c2ccccc21 | 8.2µM* | 6.5µM* | -8%
CCN(C(=O)C(C)Sc1ccc(S(=O)(=O)N2CCN(C)CC2)cn1)c1ccccc1 (stereo not given) | -29% | ? | 0%[56.1 µM]
CC1Cc2[nH]c(=S)[nH]c(=O)c2C(c2ccc(C(C)C)cc2)O1 (stereo not given) | -22% | -27% | ·
CCN(CC)S(=O)(=O)c1ccc(OC)c(NC(=O)c2ccc3c(c2)OCO3)c1 | 5% | ? | 5%
Cn1c(SCC(=O)NC(=O)NCc2ccco2)nnc1-c1ccccc1 | -2% | 3% | 40µM*
N#CCOc1ccccc1P(=O)(c1ccccc1)c1ccccc1 | 3% | -15% | ·
Cc1cccc(OCC2=N/C(=C\N(C)C)C(=O)O2)c1 | ? | 7% | 2%
c1ccc(-c2noc(-c3cccc4ccccc34)n2)nc1 | 3% | -23% | 7%
COc1cc(NC(=O)COC(=O)CC2CC3CCC2C3)cc(OC)c1 (stereo not given) | ? | -20% | -9%
CC(=O)c1sc(NC(=O)c2cccc3ccccc23)nc1C | -8% | -15% | 1%
O=C(COc1nc2ccccc2nc1N1CCOCC1)NCC(F)(F)F | -7% | -15% | 2%
O=C(CN1C(=O)c2cccc3cccc1c23)N1CCc2ccccc2C1 | 21µM* | 12µM* | -4%
CC1(C(=O)NS(=O)(=O)c2cccc(OC(F)F)c2)CCN1C(=O)C/C=C/c1ccccc1 (stereo not given) | -21% | -13% | ·
O=C(NCCC(=O)N1CCCC(C(F)(F)F)C1)c1ccc(Br)cc1 (stereo not given) | 8% | -11% | 1%
O=C1NC(Cc2ccccc2)c2nc3ccc(F)cc3c(=O)n2-c2cc3ccccc3cc21 (stereo not given) | 5.2µM* | 5.2µM* | ·
Cc1ccc(NC(=O)Nc2nnc([C@@H]3C[C@H](O)[C@@H](CO)O3)s2)cc1 | -1% | 1% | ·
O=C(NCCCc1nc2ccccc2n1Cc1ccccc1Cl)c1ccco1 | 29µM* | 16µM* | 2%
Cc1nc2c(nnn2Cc2ccccc2)c(=O)n1-c1ccccc1 | -28% | -24% | 6%
CCOc1ccc(-n2c(SCC(=O)Nc3ccc4c(c3)OCO4)nc3ccccc3c2=O)cc1 | -1% | ? | 4%
O=C1CNC(=S)N1CCCn1ccnc1 | 4% | -19% | -2%

# Screening data deposited in PubChem BioAssay by National Center for Advancing Translational Sciences (NCATS).
